tim10-1 inh: inhibits growth of tim10-1 mutant yeast; S. cerevisiae tim10-1 ts strain growth, BacTiter-Glo, 24 h; inhibition, % at 20 µM; hit rate 2.2% among 330,000; AID 463190;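 active = inhibition of at least 40%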;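 note: mutant grown at 25 °C; 0% = DMSO wells with yeast and 100% = wells holding no yeast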
mIAP block: blocks mouse intestinal alkaline phosphatase; purified mouse IAP, CDP-Star luminescence, 30 min; inhibition, % at 10 µM; hit rate 0.2% among 330,000; AID 2806;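 active = inhibition of at least 40% at 10 µM in the primary screen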;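 note: plate controls were DMSO with enzyme for no effect and no enzyme wells for full effect; values of inactives mirror those of a sister screen read the other way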
mIAP activ: increases mouse intestinal alkaline phosphatase activity; muIAP, CDP-Star luminescence, 30 min; active compounds read high; 1 = vehicle-only enzyme signal, 0 = enzyme-free wells; activation factor at 10 µM; hit rate 0.24% among 330,000; AID 2805;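 active = activation factor of at least 2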; note: the source names both 10 and 20 µM as test concentration; values of inactives mirror those of a sister screen read the other way
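System: Mouse IAP enzyme | Also added: CDP-Star substrate | Dosing: Compounds dispensed in DMSO | Schedule: 30 min enzyme-substrate-compound incubation at room temperature | Technique: Chemiluminescence readout | Control set: DMSO-only wells and no-enzyme negative control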
MIN6 prolif: inducers of beta-cell replication in MIN6 cells. MIN6 cells proliferation, ATPlite luminescence, 48 h; cells starved in 0.2% serum; 100% = growth in 10% serum. proliferation, % at 10 µM. hit rate 0.29% among 330,000. AID 2380;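 active = compounds whose signal lies at least 3.5 SD above the mean of all wells on their plate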;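 note: 0% = DMSO-treated cells in low-serum medium and 100% = 10% serum control; some compounds called inactive have numbers as strong as hits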
hIAP inh: human IAP inhibition; inhibition, % at 10 µM; purified IAP, CDP-Star luminescence, 30 min; P09923; hit rate 0.12% among 330,000;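 active = inhibition reaching a set limit with compound at 10 µM in the primary screen, cut at about 35% in these data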;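 note: plate controls were DMSO wells with enzyme for no effect and no-enzyme buffer wells for full effect; values of inactives mirror those of a sister screen read the other way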
Target sequence (P09923 whole entry, looked up): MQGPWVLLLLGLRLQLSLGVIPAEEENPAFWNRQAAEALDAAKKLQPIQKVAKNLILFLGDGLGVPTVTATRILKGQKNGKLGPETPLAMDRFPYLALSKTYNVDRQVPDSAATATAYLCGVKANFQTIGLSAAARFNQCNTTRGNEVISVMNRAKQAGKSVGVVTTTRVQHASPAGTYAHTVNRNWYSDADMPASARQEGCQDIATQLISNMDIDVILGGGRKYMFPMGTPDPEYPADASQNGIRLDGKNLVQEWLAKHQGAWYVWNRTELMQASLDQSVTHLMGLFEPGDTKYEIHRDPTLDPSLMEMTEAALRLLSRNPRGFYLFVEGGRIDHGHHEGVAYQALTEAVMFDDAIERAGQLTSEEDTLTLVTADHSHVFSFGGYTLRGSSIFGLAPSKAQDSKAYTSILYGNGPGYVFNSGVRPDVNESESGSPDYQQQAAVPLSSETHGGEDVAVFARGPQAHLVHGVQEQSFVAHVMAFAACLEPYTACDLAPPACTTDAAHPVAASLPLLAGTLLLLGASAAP
APOBEC3G inh: APOBEC3G (human) deaminase inhibition; Q9HC16; recombinant A3G, ssDNA deamination FAM/TAMRA fluorescence; inhibition, % at 20 µM; hit rate 0.28% among 330,000;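 active = inhibition of at least 40% at 20 µM, with no more than 30% in the related APOBEC3A deaminase screen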;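 note: plate controls were DMSO wells with A3G for no effect and wells lacking A3G enzyme for full effect; some compounds called inactive have numbers as strong as hits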
TIM10 inh: growth inhibitors of TIM10 yeast strain | S. cerevisiae TIM10 strain growth, BacTiter-Glo luminescence, 24 h | inhibition, % at 10 µM | hit rate 1.4% among 330,000;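 active = inhibition of 40% or more at the single tested concentration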;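 note: wild-type TIM10 isogenic control strain grown at permissive 25 °C; 0% = DMSO yeast wells and 100% = minimal medium wells without yeast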
NALP3 yeast inh: NALP3 inhibition in yeast | hit rate 0.39% among 330,000 | inhibition, % at 10 µM | Yeast reconstituted NLRP3/ASC/caspase-1, beta-gal luminescence, 24 h;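 active = inhibition of 50% or more; inactive = inhibition below 50%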;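 note: plate controls were induced DMSO wells for no effect and uninduced yeast grown without galactose for full effect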
APOBEC3A inh: human APOBEC3A DNA deaminase inhibition; recombinant A3A, FAM/TAMRA ssDNA deamination fluorescence; inhibition, % at 20 µM; hit rate 0.41% among 330,000;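 active = at least 40% inhibition at 20 µM here, with at most 30% in a related deaminase screen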;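 note: plate controls were A3A with DMSO for no effect and wells lacking A3A enzyme for full effect; some results filed as inactive read as strong as hits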
Target sequence (P31941 whole entry, looked up): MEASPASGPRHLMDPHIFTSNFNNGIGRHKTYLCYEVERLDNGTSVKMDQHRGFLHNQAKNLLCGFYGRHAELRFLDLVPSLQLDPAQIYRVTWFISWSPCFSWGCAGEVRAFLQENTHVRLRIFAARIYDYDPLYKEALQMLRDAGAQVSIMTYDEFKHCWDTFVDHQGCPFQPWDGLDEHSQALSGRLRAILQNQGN
The depositor's hits bear a star. Rows were taken by chance; overall some 4.6% were active at least once.

Results for O=S(=O)(c1ccc2c(c1)N(Cc1ccc(Cl)cc1)C1CCCN21)N1CCOCC1 (stereo not given) ?
tim10-1 inh: 6; mIAP block: 6; mIAP activ: 0.94; MIN6 prolif: -1; hIAP inh: -11; APOBEC3G inh: -4; TIM10 inh: 11; NALP3 yeast inh: 8; APOBEC3A inh: -5

What do the screens show for `O=C(c1cccs1)N1CCN(S(=O)(=O)N2CCCCC2)CC1`?
tim10-1 inh: 11; mIAP block: -1; mIAP activ: 1; MIN6 prolif: -2; hIAP inh: -36; APOBEC3G inh: -4; TIM10 inh: -6; NALP3 yeast inh: 24; APOBEC3A inh: -1

What do the screens show for `CCCN1C(=O)C2C(C(=O)Nc3cccc(OC)c3)C3C=CC2(O3)C1C(=O)NC1CCCCC1` (stereo not given)?
tim10-1 inh: 15; mIAP block: 3; mIAP activ: 0.97; MIN6 prolif: 0; hIAP inh: -10; APOBEC3G inh: 2; TIM10 inh: -11; NALP3 yeast inh: 11; APOBEC3A inh: -1

What do the screens show for `O=C(Nc1ccc(Cl)cc1C(=O)O)c1ccc2c(c1)C(=O)N(Cc1ccco1)C2=O`?
tim10-1 inh: 36; mIAP block: 0; mIAP activ: 1; MIN6 prolif: -2; hIAP inh: -7; APOBEC3G inh: 1; TIM10 inh: 8; NALP3 yeast inh: -14; APOBEC3A inh: 8

Results for O=S(=O)(NCCSc1ccc(Cl)cc1)c1ccc2c(c1)OCCO2 ?
tim10-1 inh: 56*; mIAP block: -35; mIAP activ: 1.4; MIN6 prolif: -2; hIAP inh: 2; APOBEC3G inh: -3; TIM10 inh: 24; NALP3 yeast inh: 8; APOBEC3A inh: -6

What do the screens show for `COc1ccc(C(=O)Nc2cc(C)nn2-c2cccc(F)c2)cc1`?
tim10-1 inh: 14; mIAP block: -2; mIAP activ: 1; MIN6 prolif: 3; hIAP inh: -9; APOBEC3G inh: -1; TIM10 inh: -13; NALP3 yeast inh: -2; APOBEC3A inh: 0

Results for COc1nc(NC(C)(C)C)nc(Oc2ccc(=O)n(C)n2)n1 ?
tim10-1 inh: -15; mIAP block: -8; mIAP activ: 1.1; MIN6 prolif: 3; hIAP inh: 11; APOBEC3G inh: -1; TIM10 inh: -8; NALP3 yeast inh: 2; APOBEC3A inh: -1

What do the screens show for `COC(=O)c1sccc1NC(=O)c1ccccc1F`?
tim10-1 inh: 16; mIAP block: 1; mIAP activ: 0.99; MIN6 prolif: 1; hIAP inh: 11; APOBEC3G inh: -9; TIM10 inh: 15; NALP3 yeast inh: 14; APOBEC3A inh: -3

Results for COC(=O)c1csc(S(=O)(=O)N2CCOCC2)c1OC ?
tim10-1 inh: -2; mIAP block: 8; mIAP activ: 0.93; MIN6 prolif: 1; hIAP inh: 20; APOBEC3G inh: -7; TIM10 inh: 3; NALP3 yeast inh: 15; APOBEC3A inh: -2

What do the screens show for `CCc1cccc2c(/C=N/NC(=O)c3cccc(S(=O)(=O)Nc4ccccc4Cl)c3)c[nH]c12`?
tim10-1 inh: 8; mIAP block: 15; mIAP activ: 0.85; MIN6 prolif: -3; hIAP inh: -2; APOBEC3G inh: 0; TIM10 inh: 9; NALP3 yeast inh: 0; APOBEC3A inh: 2

How did CN(Cc1ccco1)C(=O)Cn1ncc2c([nH]c3ccccc32)c1=O do in these assays?
tim10-1 inh: 18; mIAP block: 8; mIAP activ: 0.93; MIN6 prolif: -1; hIAP inh: 12; APOBEC3G inh: -5; TIM10 inh: -11; NALP3 yeast inh: 20; APOBEC3A inh: -4

How did C=C(C)Cn1c(SCC(=O)N/N=C/c2ccccc2OCC(=O)O)nnc1-c1ccc(Br)cc1 do in these assays?
tim10-1 inh: -6; mIAP block: 0; mIAP activ: 1; MIN6 prolif: 0; hIAP inh: -36; APOBEC3G inh: -8; TIM10 inh: -7; NALP3 yeast inh: 0; APOBEC3A inh: -1

What do the screens show for `CCOC(=O)Cc1csc(NC(=S)NC(=O)c2ccccc2Br)n1`?
tim10-1 inh: 34; mIAP block: 2; mIAP activ: 0.97; MIN6 prolif: 0; hIAP inh: 13; APOBEC3G inh: 8; TIM10 inh: 42*; NALP3 yeast inh: -4; APOBEC3A inh: 0

Results for Cc1ccn2c(NC(C)(C)C)c(-c3cccs3)nc2c1 ?
tim10-1 inh: 44*; mIAP block: 0; mIAP activ: 1; MIN6 prolif: 3; hIAP inh: 6; APOBEC3G inh: -1; TIM10 inh: 19; NALP3 yeast inh: 16; APOBEC3A inh: 1

How did Cc1ccc(NC(=O)CSc2nnc(-c3ccc(S(=O)(=O)N4CCCC4)cc3)o2)cc1C do in these assays?
tim10-1 inh: 2; mIAP block: 15; mIAP activ: 0.85; MIN6 prolif: -4; hIAP inh: -74; APOBEC3G inh: -4; TIM10 inh: 9; NALP3 yeast inh: -4; APOBEC3A inh: -1

What do the screens show for `Cc1cnc(C(=O)OCC(=O)c2c(N)n(CC(C)C)c(=O)n(C)c2=O)cn1`?
tim10-1 inh: 8; mIAP block: -2; mIAP activ: 1; MIN6 prolif: -2; hIAP inh: 3; APOBEC3G inh: -10; TIM10 inh: -3; NALP3 yeast inh: 17; APOBEC3A inh: -2

What do the screens show for `O=C(CCNS(=O)(=O)c1ccc(Cl)cc1)OCC(=O)N1CCN(C(=O)c2ccco2)CC1`?
tim10-1 inh: -19; mIAP block: 8; mIAP activ: 0.92; MIN6 prolif: -1; hIAP inh: -4; APOBEC3G inh: -10; TIM10 inh: -7; NALP3 yeast inh: 17; APOBEC3A inh: -1

Results for CCOCCCNC(=O)c1cc(C)nn1-c1ccccc1 ?
tim10-1 inh: 10; mIAP block: 3; mIAP activ: 0.97; MIN6 prolif: 0; hIAP inh: -4; APOBEC3G inh: 1; TIM10 inh: -2; NALP3 yeast inh: 16; APOBEC3A inh: 1

What do the screens show for `Cc1ccc(NC(=O)CCN2C(=O)NC3(CCCC3)C2=O)cc1`?
tim10-1 inh: 11; mIAP block: -16; mIAP activ: 1.2; MIN6 prolif: 0; hIAP inh: -5; APOBEC3G inh: -1; TIM10 inh: -4; NALP3 yeast inh: 13; APOBEC3A inh: 10

How did COCCOC(=O)C1=C(C)OC(N)=C(C#N)C1c1ccc2c(c1)OCO2 (stereo not given) do in these assays?
tim10-1 inh: 18; mIAP block: 4; mIAP activ: 0.96; MIN6 prolif: 0; hIAP inh: 9; APOBEC3G inh: -7; TIM10 inh: 2; NALP3 yeast inh: 12; APOBEC3A inh: -2

What do the screens show for `Cc1ccn2c(C(=O)NN=C3CCCCCCC3)c(C)nc2c1`?
tim10-1 inh: 1; mIAP block: -4; mIAP activ: 1; MIN6 prolif: 0; hIAP inh: -15; APOBEC3G inh: 12; TIM10 inh: 5; NALP3 yeast inh: 7; APOBEC3A inh: 8

How did COc1ccccc1CC(=O)Nc1cccc(C(=O)Nc2nccs2)c1 do in these assays?
tim10-1 inh: 22; mIAP block: 2; mIAP activ: 0.98; MIN6 prolif: -2; hIAP inh: 0; APOBEC3G inh: -4; TIM10 inh: 20; NALP3 yeast inh: 15; APOBEC3A inh: -5

What do the screens show for `COc1cc(S(=O)(=O)N2CCC(C(N)=O)CC2)c(C)cc1C`?
tim10-1 inh: -3; mIAP block: -8; mIAP activ: 1.1; MIN6 prolif: -3; hIAP inh: -7; APOBEC3G inh: 2; TIM10 inh: 2; NALP3 yeast inh: 13; APOBEC3A inh: -6

Results for NNC(=O)c1ccc(Oc2cc(Cl)cc(Cl)c2)o1 ?
tim10-1 inh: 26; mIAP block: 3; mIAP activ: 0.97; MIN6 prolif: 0; hIAP inh: -21; APOBEC3G inh: 1; TIM10 inh: 17; NALP3 yeast inh: 13; APOBEC3A inh: 1

How did Cc1ccc(C(=O)N2CCN(c3ccc(NC(=O)Cc4ccccc4)cc3)CC2)cc1 do in these assays?
tim10-1 inh: 11; mIAP block: -1; mIAP activ: 1; MIN6 prolif: -2; hIAP inh: -10; APOBEC3G inh: -9; TIM10 inh: 13; NALP3 yeast inh: 17; APOBEC3A inh: -7

Results for CC1=CC(C)(C)Nc2ccc(Cc3ccc4c(c3)C(C)=CC(C)(C)N4)cc21 ?
tim10-1 inh: 25; mIAP block: -4; mIAP activ: 1; MIN6 prolif: -6; hIAP inh: -10; APOBEC3G inh: 0; TIM10 inh: 1; NALP3 yeast inh: 31; APOBEC3A inh: 2

What do the screens show for `CSc1ncc(C(=O)Nc2cccc(C)c2C)c(C)n1`?
tim10-1 inh: 0; mIAP block: 11; mIAP activ: 0.89; MIN6 prolif: -1; hIAP inh: -8; APOBEC3G inh: -1; TIM10 inh: 1; NALP3 yeast inh: 18; APOBEC3A inh: 2

How did COc1ccc(NC(=O)C2C3C=CC(C3)C2C(=O)O)cc1 (stereo not given) do in these assays?
tim10-1 inh: -11; mIAP block: -4; mIAP activ: 1; MIN6 prolif: 1; hIAP inh: -1; APOBEC3G inh: -5; TIM10 inh: 9; NALP3 yeast inh: 3; APOBEC3A inh: 0

Results for CC1=Nc2cc(C(=O)NCCCN3CCN(C)CC3)ccc2Sc2ccc(C)cc21 ?
tim10-1 inh: 18; mIAP block: 2; mIAP activ: 0.98; MIN6 prolif: -4; hIAP inh: 8; APOBEC3G inh: -4; TIM10 inh: 11; NALP3 yeast inh: 12; APOBEC3A inh: 0

How did CCN(CC)S(=O)(=O)c1ccc(N(C)C)c(NC(=O)C2CCCC2)c1 do in these assays?
tim10-1 inh: 8; mIAP block: 6; mIAP activ: 0.94; MIN6 prolif: 4; hIAP inh: -8; APOBEC3G inh: -3; TIM10 inh: -1; NALP3 yeast inh: -5; APOBEC3A inh: 1

How did CCOC(=O)C1=C(COC(=O)c2cccc(NC(C)=O)c2)NC(=O)NC1C (stereo not given) do in these assays?
tim10-1 inh: 16; mIAP block: -4; mIAP activ: 1; MIN6 prolif: -3; hIAP inh: -11; APOBEC3G inh: 1; TIM10 inh: -9; NALP3 yeast inh: 16; APOBEC3A inh: -1

What do the screens show for `CC(C)C[C@H](NC(=O)N1CCCCCC1)C(=O)O`?
tim10-1 inh: 1; mIAP block: 2; mIAP activ: 0.98; MIN6 prolif: 2; hIAP inh: 0; APOBEC3G inh: 6; TIM10 inh: -19; NALP3 yeast inh: 12; APOBEC3A inh: 6

What do the screens show for `COc1ccc(S(=O)(=O)N2CCN(C(=O)NC3CCCCC3)CC2)cc1OC`?
tim10-1 inh: 21; mIAP block: -1; mIAP activ: 1; MIN6 prolif: 0; hIAP inh: -5; APOBEC3G inh: -5; TIM10 inh: -10; NALP3 yeast inh: -12; APOBEC3A inh: -2

What do the screens show for `CN(C(=S)NC(=O)CCCOc1ccc(Cl)cc1Cl)c1ccccc1`?
tim10-1 inh: 29; mIAP block: 4; mIAP activ: 0.96; MIN6 prolif: -2; hIAP inh: 7; APOBEC3G inh: -1; TIM10 inh: 26; NALP3 yeast inh: 26; APOBEC3A inh: -6

Results for CC(C)(C)NC(=O)CN(C(=O)C(=O)Nc1ccc2c(c1)OCCO2)C1CCCC1 ?
tim10-1 inh: 16; mIAP block: 0; mIAP activ: 1; MIN6 prolif: 0; hIAP inh: 11; APOBEC3G inh: -6; TIM10 inh: 17; NALP3 yeast inh: -9; APOBEC3A inh: -2

How did CC(C)NC(=S)N/N=C1\CCCCC1C1CCCCC1 (stereo not given) do in these assays?
tim10-1 inh: 44*; mIAP block: -4; mIAP activ: 1; MIN6 prolif: -6; hIAP inh: 2; APOBEC3G inh: 0; TIM10 inh: 42*; NALP3 yeast inh: 14; APOBEC3A inh: -3
